PLCb3 inh: human PLC-beta3 inhibitors, primary screen, biochemical, fluorescence; 1-phosphatidylinositol 4,5-bisphosphate phosphodiesterase beta-3 (Homo sapiens), Q01970; Purified PLC-beta3, fluorogenic substrate; inhibition, % at 12.2 µM; hit rate 0.18% among 370,000; AID 720704, 2013; in the data active means inhibition above about 11%;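 further: 0% = median of compound wells on plate and 100% = full blocker control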
Target sequence (Q01970 whole entry, looked up): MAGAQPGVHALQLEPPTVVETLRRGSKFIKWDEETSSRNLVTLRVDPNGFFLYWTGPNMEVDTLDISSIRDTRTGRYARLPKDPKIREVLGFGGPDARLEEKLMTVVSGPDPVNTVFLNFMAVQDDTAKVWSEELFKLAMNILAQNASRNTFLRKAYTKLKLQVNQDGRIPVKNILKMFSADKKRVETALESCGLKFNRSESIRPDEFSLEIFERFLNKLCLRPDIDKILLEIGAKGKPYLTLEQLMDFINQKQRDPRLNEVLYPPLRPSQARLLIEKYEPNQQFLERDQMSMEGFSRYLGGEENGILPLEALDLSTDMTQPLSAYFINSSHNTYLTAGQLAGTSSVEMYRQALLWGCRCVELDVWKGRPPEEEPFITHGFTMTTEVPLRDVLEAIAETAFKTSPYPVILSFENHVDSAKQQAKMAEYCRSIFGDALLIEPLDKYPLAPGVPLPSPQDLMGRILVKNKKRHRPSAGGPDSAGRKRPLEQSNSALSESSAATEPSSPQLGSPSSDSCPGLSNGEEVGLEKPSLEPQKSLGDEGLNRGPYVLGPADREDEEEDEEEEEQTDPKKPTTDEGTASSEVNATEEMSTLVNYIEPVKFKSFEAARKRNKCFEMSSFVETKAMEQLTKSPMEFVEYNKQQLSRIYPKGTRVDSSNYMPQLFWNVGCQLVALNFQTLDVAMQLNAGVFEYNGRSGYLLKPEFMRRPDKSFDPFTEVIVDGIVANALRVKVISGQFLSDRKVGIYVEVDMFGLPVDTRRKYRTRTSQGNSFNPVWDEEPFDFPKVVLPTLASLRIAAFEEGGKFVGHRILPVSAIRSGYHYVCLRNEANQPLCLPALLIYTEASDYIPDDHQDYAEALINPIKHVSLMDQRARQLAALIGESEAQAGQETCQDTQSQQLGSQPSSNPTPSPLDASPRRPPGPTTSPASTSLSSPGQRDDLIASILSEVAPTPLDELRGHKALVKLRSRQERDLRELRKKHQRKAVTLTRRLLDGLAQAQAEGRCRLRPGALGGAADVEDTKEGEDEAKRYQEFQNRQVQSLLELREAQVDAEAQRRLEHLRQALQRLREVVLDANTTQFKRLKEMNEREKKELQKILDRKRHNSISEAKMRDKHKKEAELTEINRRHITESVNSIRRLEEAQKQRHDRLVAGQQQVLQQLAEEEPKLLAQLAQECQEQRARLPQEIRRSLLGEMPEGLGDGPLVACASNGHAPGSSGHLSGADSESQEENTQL
PLC-gamma1 inh: PLC-gamma1 enzyme inhibitors, primary screen, biochemical, fluorescence, purified enzyme | 1-phosphatidylinositol 4,5-bisphosphate phosphodiesterase gamma-1 (Homo sapiens), P19174 | fluorogenic substrate | inhibition, % at 12.2 µM | hit rate 0.84% among 370,000 | AID 720700, 2013; in the data active means inhibition above about 9.5%
Tn7 DDE FP: inhibitors of Tn7 peptide binding to fibrin DD(E), primary screen, biochemical, fluorescence polarization, human fibrin, Tn7 probe | Fibrinogen beta chain (Homo sapiens), P02675 | AID 720508, 2013 | hit rate 0.13% among 370,000 | inhibition, % at 8.3 µM | FP displacement of FITC-Tn7 peptide from fibrin DD(E); 0% = median of compound wells per plate;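 active means inhibition above the mean of compounds falling within the control limits plus 3 SD of them, cut at about 14% in these data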;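 further: 0% = plate median of compound wells and 100% = 10 µM Aha-Tn7 peptide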
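Assay system: Fibrin-DD(E) protein isolated from polymerized human fibrin clots; read-out basis: percent inhibition; medium: Tris/NaCl/CaCl2 buffer, pH 7.8; signal: FP measurement; incubation: 10 min plus 3 h, room temperature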
DDE Tn6 FP inh: inhibitors of Tn6 peptide binding to fibrin DD(E), primary screen, biochemical, fluorescence polarization, human fibrin, Tn6 probe; AID 720509, 2013; hit rate 0.21% among 370,000; inhibition, % at 8.3 µM; Fibrin DD(E) TRITC-Tn6 fluorescence polarization displacement;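 active means inhibition above a per-campaign cutoff: mean of compounds within control limits plus 3 SD, cut at about 15% in these data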;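 further: 0% = median of all compound wells on the plate and 100% = blocking peptide control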
ADAM10 inh: human ADAM10 inhibitors, primary screen, biochemical, QFRET, HTS; Disintegrin and metalloproteinase domain-containing protein 10 (Homo sapiens), O14672; recombinant ADAM10, EDANS/DABCYL FRET peptide cleavage, 3 h; inhibition, % at 7 µM; hit rate 0.62% among 370,000;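 active means inhibition above a per-campaign cutoff equal to the mean of compounds falling between control-based bounds plus 3 SD, cut at about 20% in these data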;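 further: 0% = DMSO wells while the 100% control is not disclosed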
ASAP1 inh: inhibitors of human ASAP1 ArfGAP activity, primary screen, biochemical, fluorescence polarization | Arf-GAP with SH3 domain, ANK repeat and PH domain-containing protein 1 (Homo sapiens), … | ASAP1-stimulated ARF1 GTP hydrolysis, GDP FP detection | inhibition, % at 16.5 µM | hit rate 0.19% among 360,000; in the data active means inhibition above about 25%;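 further: 0% = vehicle with enzyme and substrate and 100% = no enzyme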
ADAM17 inh: ADAM17 inhibitors, primary screen, biochemical, QFRET | recombinant ADAM17, EDANS/DABCYL FRET peptide cleavage | inhibition, % at 6.95 µM | hit rate 0.83% among 370,000 | AID 720648, 2013;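 active means inhibition above the mean of compounds lying between control limits plus 3 SD, set per campaign, cut at about 8.5% in these data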;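 further: 0% = DMSO-only wells as the low control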
TDP2 inh: human TDP2 enzyme inhibitors, primary screen, biochemical, epi absorbance, recombinant enzyme; Tyrosyl-DNA phosphodiesterase 2 (Homo sapiens), O95551; T5PNP hydrolysis, p-nitrophenol absorbance 415 nm; inhibition, % at 12.8 µM; hit rate 0.34% among 370,000;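 active means inhibition above the mean of all tested compounds plus 3 SD, set per campaign, cut at about 25% in these data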;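 further: 0% = DMSO with enzyme and 100% = buffer with substrate but no TDP2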
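test system = human TDP2 enzyme | input = TDP2 enzyme at 120 nM final | medium = 50 mM Tris-HCl pH 7.5 with Mg2+, KCl, DTT, BSA | also added = T5PNP substrate, 5 mM | times = 2 h at 37 °C | technique = epi absorbance | benchmarks = high control without enzyme, low control DMSO plus TDP2 | replication = each compound tested once, singlicate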
SIAE primary: human SIAE inhibitors, primary screen, biochemical, fluorescence polarization, FP-Rh probe, 1536-well HTS; Sialate O-acetylesterase (Homo sapiens), Q9HAT2; SIAE FP-Rh probe binding; inhibition, % at 9.66 µM; hit rate 0.69% among 370,000; AID 1053197, 2014;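 active means inhibition above a cutoff: mean of compounds within the control limits plus 3 SD of those, cut at about 17% in these data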;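 further: 0% = plate median of compound wells and 100% = probe without SIAE protein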
ARFGAP1 inh: inhibitors of rat ARFGAP1 GAP activity, primary screen, biochemical, fluorescence polarization, GDP tracer | ADP-ribosylation factor GTPase-activating protein 1 (Rattus norvegicus), Q62848 | hit rate 0.26% among 360,000 | inhibition, % at 16.5 µM | Arfgap1-stimulated ARF1 GTP hydrolysis, GDP FP detection;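 active means inhibition above a per-plate limit, mean inhibition of low control wells plus 3 SD, cut at about 25% in these data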;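 further: 0% = DMSO wells with enzyme and 100% = wells lacking Arfgap1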
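System: truncated rat Arfgap1 GAP domain / Benchmarks: high control wells lacking Arfgap1, low control full reaction with DMSO / Times: compound-enzyme preincubation 20 min, reaction 120 min, detection 60 min, 25 °C / Repeats: one replicate per compound / Also added: human ARF1(Δ1-17)-GTP substrate / Measured by: Tracer-displacement fluorescence polarization with EDTA stop, 620/688 nm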
Active calls of the source: *; i = inactive; nt = no result given.

PLCb3 inh,PLC-gamma1 inh,SMILES,Tn7 DDE FP,DDE Tn6 FP inh,ADAM10 inh,ASAP1 inh,ADAM17 inh,TDP2 inh,SIAE primary,ARFGAP1 inh
0,7,COc1cc(S(=O)(=O)NCCN2CCOCC2)c(OC)cc1Cl,-2,0,11,-5,2,2,2,5
-34,-21,OC1(c2ccc(Cl)c(Cl)c2)C[n+]2ccccc2N1Cc1ccccc1 (stereo not drawn),-8,-9,-209,-12,-69,-5,-4,8
-8,-1,COc1ccccc1NC(=O)N(Cc1ccco1)Cc1cc2ccc(C)c(C)c2[nH]c1=O,1,0,-9,-13,-3,-3,-4,3
1,0,COCCn1c(SCC(=O)NCCc2ccccc2)nnc1-c1ccco1,-2,10,-1,-10,-3,9,3,-12
0,0,OCC[C@@H]1C[C@@H](O)[C@H](O)[C@]2(CCCCO2)O1,1,5,-13,-16,-4,2,1,0
-1,4,COc1cccc(CN(C(=O)COc2ccc(Cl)cc2)C2CCS(=O)(=O)C2)c1 (stereo not drawn),-2,2,1,2,0,-2,4,0
-3,-6,OC(c1ccc(OCc2ccccc2)cc1)c1nnc(-c2ccccc2)o1 (stereo not drawn),-2,6,6,-15,3,-5,5,-1
-34,-25,Cc1noc(NS(=O)(=O)c2ccc(NC(=O)c3ccccc3NS(=O)(=O)c3ccc(F)c(F)c3)cc2)c1C,2,10,-31,-10,-10,8,4,-3
-8,-3,CCCCN1C(=O)C(=O)N(CC(=O)c2ccc[nH]2)C1=O,-4,9,-4,-2,0,9,2,6
-270,-271,Cc1cccn2c(=O)c(/C=N/O)c(NCc3ccccc3)nc12,-4,-5,-64,8,-29,-26,-13,14

Rewritten bar-delimited: entries from further up.
Molecule | PLCb3 inh | PLC-gamma1 inh | Tn7 DDE FP | DDE Tn6 FP inh | ADAM10 inh | ASAP1 inh | ADAM17 inh | TDP2 inh | SIAE primary | ARFGAP1 inh
OC(c1ccc(OCc2ccccc2)cc1)c1nnc(-c2ccccc2)o1 (stereo not drawn) | -3 | -6 | -2 | 6 | 6 | -15 | 3 | -5 | 5 | -1
COc1cc(S(=O)(=O)NCCN2CCOCC2)c(OC)cc1Cl | 0 | 7 | -2 | 0 | 11 | -5 | 2 | 2 | 2 | 5
OC1(c2ccc(Cl)c(Cl)c2)C[n+]2ccccc2N1Cc1ccccc1 (stereo not drawn) | -34 | -21 | -8 | -9 | -209 | -12 | -69 | -5 | -4 | 8

Carrying on.
PLCb3 inh,PLC-gamma1 inh,SMILES,Tn7 DDE FP,DDE Tn6 FP inh,ADAM10 inh,ASAP1 inh,ADAM17 inh,TDP2 inh,SIAE primary,ARFGAP1 inh
-12,2,Cc1cc(C(=O)NCC(=O)OC(C)C(=O)N2CCOCC2)ccc1[N+](=O)[O-] (stereo not drawn),0,0,-14,5,-2,-3,3,2
-17,-12,COc1ccc(NC(=S)N(Cc2cccnc2)Cc2cc3cc(OC)c(OC)cc3[nH]c2=O)cc1,-1,3,-194,5,-57,2,6,-1
-3,1,O=C(c1ccc(NC(=S)Nc2ccc(Cl)c(Cl)c2)cc1)N1CCCC1,-4,-4,-13,5,-5,-3,-1,6
-26,-14,O=C(O)c1ccc(NN=CC2=C(N3CCOCC3)/C(=C/c3ccccc3)CC2)cc1,-3,-2,-23,3,-7,3,15,-16
-7,0,COc1ccccc1C(=O)NCCCNC(=O)c1cnccn1,-1,0,-2,9,-6,-6,-8,-3
-8,-3,CCOC(=O)C1=C(c2ccccc2)OC(N)=C(C#N)C1c1ccco1 (stereo not drawn),0,-4,-11,11,-3,-5,-1,-3
2,0,CCOC(=O)C(=O)NC12CC3CC(CC(C3)C1)C2,-3,-1,-4,-2,0,7,-1,3
0,4,c1ccc(CNc2nc(NCCOc3ccccc3)c3sccc3n2)cc1,2,-2,11,19,2,-2,7,12
4,6,O=C(COC(=O)c1ccccc1Cl)Nc1nccs1,-2,-2,0,2,4,-1,0,6
-10,-2,CC1CCCCN1C(=O)CCC(=O)Nc1nnc(C(F)(F)F)s1 (stereo not drawn),2,1,-6,3,-1,1,2,1
-4,2,COC(=O)c1c(C)nc(C)c(C(=O)OC)c1-c1ccc(OC)cc1,7,2,-4,0,0,-4,-1,1
4,2,CC(CCN1CCC(C(O)(c2ccccc2)c2ccccc2)CC1)Oc1ccc(OC(F)(F)F)cc1 (stereo not drawn),6,4,10,nt,7,-10,-8,nt
-1,-1,Cc1nc(C)c(C(=O)Nc2ccc(C)c(F)c2)o1,-2,-3,3,4,-2,-7,-4,13
2,0,C=CCn1c(COc2ccccc2F)nnc1SCC(=O)Nc1cc(C)on1,4,2,-1,-4,3,-8,-2,2
-2,1,C[C@@H]1CN([C@H](C)CO)C(=O)CCCn2cc(nn2)CO[C@H]1CN(C)C(=O)Nc1cccc(C(F)(F)F)c1,3,2,-7,-5,-4,2,3,-11
2,2,COc1ccc(C2(C(=O)NCc3ccco3)CCCC2)cc1OC,4,4,2,21,-2,3,-7,-18
4,3,CCN1CCCC(NC(=O)c2scc3c2CCCC3)C1 (stereo not drawn),2,4,-2,-6,-1,5,4,5
-1,1,COC(=O)c1ccc(NC(=S)N2CCN(Cc3ccccc3Cl)CC2)cc1,0,2,-4,-6,1,-10,0,6
-1,1,CN1NC(=O)CC1c1ccccc1 (stereo not drawn),-1,-6,-5,9,-5,6,7,9
i,i,CC(=O)c1cc2c(s1)-c1cc(F)ccc1OC2,3,11,i,-12,-355,1,0,-8
0,1,O=S(=O)(Nc1cnc2ccccc2c1)N1CCCCCC1,-2,2,2,-1,-1,3,3,5
-3,1,COc1ccc(C(=O)OCC(=O)NC(=O)NCc2ccccc2)cc1[N+](=O)[O-],-12,-5,3,11,1,-8,-5,-12
-40,-28,Cc1cc(C)c2cc(C#N)c(NCCNC(=O)c3ccccc3)nc2c1,0,-11,-109,7,-30,-3,-4,-4
-7,-5,CCOc1ccc(C2NC(=O)c3ccccc3O2)cc1OCC (stereo not drawn),1,-4,-74,-2,-22,12,-2,2
4,-2,COc1cccc(C(=O)NCC(=O)n2nc(C)cc2C)c1,-1,-4,-4,5,-3,-6,-4,8
-142,-132,O=C(N/N=C/c1ccc(N2CCOCC2)cc1)c1cccs1,-5,-12,-2,-8,2,2,7,-5
0,-1,Cc1ccc(Oc2nn[nH]n2)cc1,9,-10,8,-10,-4,4,-4,0
-5,-2,COc1ccc([C@H]2CC(=O)C=C(c3ccc4ncccc4c3)C2)cc1,4,-7,-9,-1,-3,-11,-3,9
1,-1,CC(C)(C)NC(=O)C(c1ccccc1F)N(Cc1ccco1)C(=O)c1csnn1 (stereo not drawn),8,3,-4,-10,0,8,1,5
-5,1,COC(=O)c1ccccc1S(=O)(=O)Oc1ccc(-c2ccc(C(=O)O)cc2)cc1,-4,-4,-1,-1,-2,10,1,1
-7,1,NNC(=O)c1ccc(Cn2cc(Br)cn2)o1,-1,-4,6,-6,-2,-7,0,-1
-7,0,Cc1cccc(-c2nnc(SCC(=O)O)n2Cc2ccccc2)c1,0,4,2,-5,0,7,1,-5
-10,-5,O=C(Nc1cccc2cccnc12)c1cccc2ccccc12,-2,4,10,-3,1,-10,-10,1
0,0,O=C1N=C(N2CCN(Cc3ccccc3)CC2)S/C1=C/c1cccs1,1,-4,0,-1,-5,4,7,4
-5,-1,CC(C)[C@H](NC(=O)OCc1ccccc1)C(=O)OCC(=O)Nc1ccc(N2CCOCC2)cc1,-4,1,3,1,1,5,-2,8
5,2,COc1ccc([N+](=O)[O-])cc1NC(=O)C(C)OC(=O)c1ccccn1 (stereo not drawn),4,-6,-1,3,-1,-1,11,3
-4,0,COc1ccccc1CNC(=O)CN1C(=O)NC2(CCCc3ccccc32)C1=O (stereo not drawn),8,10,-4,-2,-1,3,2,18
3,4,CCOc1cccc(-c2nnc3sc(C4CCCCC4)nn23)c1,-3,6,10,3,1,-3,-5,-16
-176,-141,Cc1nnc(-c2ccccc2)c(=O)n1/N=C/c1c(O)ccc2ccccc12,-35,-2,2,-3,1,-4,15,-12
-5,0,CCCC(=O)N1CCCC(C(=O)c2cccc(OC(C)C)c2)C1 (stereo not drawn),-5,8,0,-17,0,-9,13,-4
2,4,Cc1nn(C(CC(=O)O)C(=O)O)c(C)c1Br (stereo not drawn),0,2,-15,5,1,0,2,-2
-2,5,O=C(Nc1ccc2ccccc2c1)c1cc(F)c(F)cc1Cl,-4,3,9,8,2,5,0,0
-4,1,Cc1nonc1OCCN1CCN(c2ccc([N+](=O)[O-])cc2)CC1,0,-1,5,-11,2,17,6,-5
-6,-3,CC1CC(=O)C2=C(C1)Nc1ccccc1N=C2 (stereo not drawn),2,2,-6,6,-6,-13,-5,-14
-18,-11,Cc1ccc(CNC(=O)CN(C)C2=NS(=O)(=O)c3ccccc32)cc1,-1,3,-20,11,-6,-9,-7,12
-85,-49,O=S(=O)(Nc1nc2ccccc2nc1NCC1CCCO1)c1cccc(Cl)c1 (stereo not drawn),3,5,-59,3,-13,13,2,-6
2,-1,CSC(=S)N/N=C/c1c[nH]c2ccccc12,5,-2,7,11,3,5,11,6
-9,-2,O=C(NCC(=O)N1CCN(S(=O)(=O)c2ccccc2C(F)(F)F)CC1)c1sc2ccccc2c1Cl,11,-10,1,2,-2,-4,0,-13
2,-2,O=[N+]([O-])c1ccc(N2CCN(c3ccc(Cl)nn3)CC2)c(Cl)c1,3,-3,4,3,-3,4,-4,-3
-6,-2,Cc1nn(-c2ccc(F)cc2)c(Cl)c1C(=O)OC(C)C(=O)N(C)C1CCCCC1 (stereo not drawn),-3,10,-1,-1,-1,-7,1,-5
2,-1,CC(C)(C)Cc1nnc(NC(=O)c2cc(-c3ccccc3)nc3ccccc23)s1,-8,-2,6,0,1,-8,-7,-1
-2,3,COC(=O)c1cnn(-c2ccc(F)cc2F)c1/C=N/NC(N)=S,3,13,2,-7,1,10,0,-2

Assay outcomes as filed in PubChem BioAssay.
